Screens (PubChem BioAssay)
CCHF vOTU inh: CCHFV vOTU protease inhibition; inhibition, % at 11.5 µM; Pep-AMC fluorescence; AID 651958; 370,000 tested, 0.55% active; in the data active = inhibition above about 30%; note: 0% = vehicle wells with enzyme and 100% = no enzyme wells
Y pestis TopoI: inhibitors of Yersinia pestis topoisomerase I; Y. pestis Topo-I cleavage product accumulation, plate reader; activity, % at 10 µM; 360,000 tested, 0.064% active; AID 504884; in the data active = activity above about 50%, passing the limit was not always enough; inconclusive = no clear call, values can overlap the other calls; note: inactives centre near 2
Anthrax LF inh2: blocks Bacillus anthracis lethal factor protease; P15917; multiplex microsphere protease cleavage assay, LF; inhibition, % at 10 µM; 360,000 tested, 0.12% active; AID 588501; note: plate controls were buffer without enzyme for full effect and enzyme alone for no effect
FadD28 binding: blocks FadD28 binding to the bisubstrate probe; fluorescence polarization; inhibition, % at 12.5 µM; 360,000 tested, 0.22% active; AID 588549; in the data active = inhibition above about 8.5%, passing the limit was not always enough; inconclusive = no clear call, values can overlap the other calls
TcdB inh: blocks C. difficile toxin B glycohydrolase activity; P18177; TcdB glycohydrolase enzymatic assay, plate reader; inhibition, % at 9.99 µM; 350,000 tested, 0.24% active; AID 652162; in the data active = inhibition above about 10%
Target sequence (P18177 whole entry, looked up): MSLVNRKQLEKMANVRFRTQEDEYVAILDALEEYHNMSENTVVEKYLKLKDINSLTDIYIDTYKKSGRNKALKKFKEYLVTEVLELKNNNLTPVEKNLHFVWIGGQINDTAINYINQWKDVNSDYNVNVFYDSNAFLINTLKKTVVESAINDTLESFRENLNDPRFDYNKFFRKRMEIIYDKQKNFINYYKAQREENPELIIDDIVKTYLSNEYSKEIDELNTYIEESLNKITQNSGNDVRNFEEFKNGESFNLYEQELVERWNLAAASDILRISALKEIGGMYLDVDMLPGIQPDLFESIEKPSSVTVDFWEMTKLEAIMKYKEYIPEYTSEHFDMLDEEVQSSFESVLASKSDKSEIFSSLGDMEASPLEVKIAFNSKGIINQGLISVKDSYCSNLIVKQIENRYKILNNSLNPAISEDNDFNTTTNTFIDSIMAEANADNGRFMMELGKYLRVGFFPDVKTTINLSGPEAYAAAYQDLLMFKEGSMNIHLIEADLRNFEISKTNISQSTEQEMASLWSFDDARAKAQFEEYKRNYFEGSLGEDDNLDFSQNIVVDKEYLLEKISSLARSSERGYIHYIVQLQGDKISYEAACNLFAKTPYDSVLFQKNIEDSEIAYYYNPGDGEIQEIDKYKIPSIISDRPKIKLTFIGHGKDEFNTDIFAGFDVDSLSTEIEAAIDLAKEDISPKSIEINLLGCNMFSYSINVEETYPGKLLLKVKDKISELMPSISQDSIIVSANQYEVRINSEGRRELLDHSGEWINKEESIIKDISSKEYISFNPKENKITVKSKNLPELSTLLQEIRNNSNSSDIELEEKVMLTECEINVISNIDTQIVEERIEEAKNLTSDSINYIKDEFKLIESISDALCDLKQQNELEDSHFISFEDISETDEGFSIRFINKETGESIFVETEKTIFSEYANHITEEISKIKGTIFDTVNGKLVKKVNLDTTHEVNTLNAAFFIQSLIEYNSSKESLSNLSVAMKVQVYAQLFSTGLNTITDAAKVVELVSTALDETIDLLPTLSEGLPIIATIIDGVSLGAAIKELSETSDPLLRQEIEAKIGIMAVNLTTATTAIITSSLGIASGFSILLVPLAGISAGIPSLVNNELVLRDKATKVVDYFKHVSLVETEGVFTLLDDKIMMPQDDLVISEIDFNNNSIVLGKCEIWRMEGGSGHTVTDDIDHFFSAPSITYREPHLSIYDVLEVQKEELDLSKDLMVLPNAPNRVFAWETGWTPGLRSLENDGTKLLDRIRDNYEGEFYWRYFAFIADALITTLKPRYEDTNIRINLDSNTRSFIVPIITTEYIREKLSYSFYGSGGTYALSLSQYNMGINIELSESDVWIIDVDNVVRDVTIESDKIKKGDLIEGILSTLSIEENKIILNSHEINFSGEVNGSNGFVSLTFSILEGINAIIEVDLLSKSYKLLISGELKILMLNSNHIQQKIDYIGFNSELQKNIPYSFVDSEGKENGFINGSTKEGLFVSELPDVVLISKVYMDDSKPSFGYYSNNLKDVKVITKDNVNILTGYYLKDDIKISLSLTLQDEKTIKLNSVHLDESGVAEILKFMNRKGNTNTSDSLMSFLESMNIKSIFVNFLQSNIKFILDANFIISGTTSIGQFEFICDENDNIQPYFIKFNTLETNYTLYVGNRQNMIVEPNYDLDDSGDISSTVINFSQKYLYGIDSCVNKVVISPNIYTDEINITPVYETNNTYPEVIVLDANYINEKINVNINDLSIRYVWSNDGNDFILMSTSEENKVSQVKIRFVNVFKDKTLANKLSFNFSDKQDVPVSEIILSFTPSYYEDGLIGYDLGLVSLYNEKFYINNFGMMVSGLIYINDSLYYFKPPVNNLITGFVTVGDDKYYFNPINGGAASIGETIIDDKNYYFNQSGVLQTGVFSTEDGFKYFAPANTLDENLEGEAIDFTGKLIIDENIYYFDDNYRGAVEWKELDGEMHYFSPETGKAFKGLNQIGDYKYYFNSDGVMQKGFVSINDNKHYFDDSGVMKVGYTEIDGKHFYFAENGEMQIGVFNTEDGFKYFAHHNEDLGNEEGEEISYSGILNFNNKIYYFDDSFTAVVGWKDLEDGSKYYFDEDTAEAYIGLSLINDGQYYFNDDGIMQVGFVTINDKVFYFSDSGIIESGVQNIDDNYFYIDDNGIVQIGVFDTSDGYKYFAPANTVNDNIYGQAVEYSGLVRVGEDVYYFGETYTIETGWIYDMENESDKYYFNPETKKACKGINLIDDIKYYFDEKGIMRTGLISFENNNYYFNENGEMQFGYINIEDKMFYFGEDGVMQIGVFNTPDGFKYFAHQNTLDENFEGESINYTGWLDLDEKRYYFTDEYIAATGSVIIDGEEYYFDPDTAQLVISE
BoNT-A LC inh2: inhibitors of Botulinum neurotoxin A light chain protease. multiplex microsphere protease substrate cleavage, flow cytometry. inhibition, % at 10 µM. 360,000 tested, 0.17% active. AID 588499; note: plate controls were buffer without enzyme for full effect and enzyme alone for no effect
PrPC surface inh: inhibitors of human cell surface prion protein PrPC; P04156; TR-FRET read-out; inhibition, % at 13.8 µM; 370,000 tested, 0.43% active; AID 720596; in the data active = inhibition above about 24%; note: 0% = median of the test wells and 100% = reference compound wells
PfHsp40 yeast: compounds rescuing yeast from Plasmodium falciparum HSP40 toxicity. 340,000 tested, 0.68% active. S. cerevisiae expressing PfHsp40, growth rescue, ATP luminescence. growth rescue, % at 12.5 µM; in the data active = growth rescue above about 28%, passing the limit was not always enough; inconclusive = no clear call, values can overlap the other calls;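 note: yeast W303a lacking pdr1 and pdr3 grown in galactose medium; growth measured after three days at 30 °C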
BoNT-F LC inh: BoNT F light chain protease inhibition; Multiplex microsphere protease cleavage assay, flow cytometry; inhibition, % at 10 µM; 360,000 tested, 0.22% active; AID 588497; in the data active = inhibition above about 35%, passing the limit was not always enough; inconclusive = no clear call, values can overlap the other calls; note: plate controls were buffer without enzyme for full effect and enzyme alone for no effect
The depositor's hits bear a star; u = inconclusive; x = no result given. Cut-off read from the data, not from the text of the source, unless noted: active = inhibition above about 30%; inconclusive = no clear call, values can overlap the other calls; inactive = below that.

SMILES	CCHF vOTU inh	Y pestis TopoI	Anthrax LF inh2	FadD28 binding	TcdB inh	BoNT-A LC inh2	PrPC surface inh	PfHsp40 yeast	BoNT-F LC inh
O=C(CSc1nc(-c2ccccc2Cl)ns1)c1ccc(Cl)cc1	3	7	-2	-0.3	x	-0.1	-4	-1.1	-2
CCn1c(=O)c(C(=O)Nc2ccccc2S(N)(=O)=O)c(O)c2ccccc21	15	7	3	-1.1	x	-0.2	-2	1.3	-17
O=C(Nc1ccc(S(=O)(=O)N2CCCCC2)cc1)C1CC(=O)N(c2ccccc2)C1 (configuration not stated)	-13	-2	2	-2.3	0.7	2.1	-4	0.8	-17
CC(=O)Nc1ccc(NC(=O)C(C)OC(=O)C(C)SCC(=O)Nc2ccc(F)cc2)cc1 (configuration not stated)	-4	1	-1	0.6	1.0	-0.7	6	-0.2	-12
COc1ccc(CC(NC(C)=O)C(=O)NC2CCN(c3nc(C)cc(C)c3C#N)CC2)cc1OC (configuration not stated)	-29	-2	-2	0.2	1.9	-0.2	1	-0.1	0
CC(=O)c1cccc(NC(=O)COC(=O)c2ccc3c(c2)OCO3)c1	0	6	-6	-1.4	0.1	-0.8	-8	0.8	-5
CCOc1ccc(CN2CCN(Cc3cccc4c3OCO4)CC2CCO)cc1 (configuration not stated)	3	17	-1	-0.4	-0.1	0.0	-15	0.7	-3
COC(=O)c1cc(Cl)ccc1NCC(N)c1ccccc1 (configuration not stated)	-176	x	-4	-2.3	0.2	0.4	6	x	-23
CCOC(=O)C1CCN(C(=O)COC(=O)CSc2ccc([N+](=O)[O-])cc2)CC1	13	3	-6	1.4	2.5	-0.1	2	0.1	0
CC(C)OCC(O)Cn1c(N2CCCC2)nc2c1c(=O)[nH]c(=O)n2C (configuration not stated)	-12	4	1	-2.3	1.1	-0.5	-3	-0.3	-6
O=C(CSc1nnc(CNC(=O)c2c(F)cccc2Cl)o1)NC1CCCC1	11	0	-2	-1.5	1.1	0.2	0	0.0	0
O=C(CSc1nnc(CNC(=O)c2ccco2)o1)Nc1ccccc1	-9	-1	-1	-0.8	0.7	-0.1	-3	-2.1	-1
COc1ccc(-c2cc(C(=O)Nc3cc(S(N)(=O)=O)ccc3C)c3ccccc3n2)cc1OC	4	7	0	-0.8	1.5	u	-9	-0.9	u
O=c1c2ccccc2c(C=Nc2ccc(Cl)cn2)c(O)n1-c1cc(Cl)ccc1N1CCOCC1	-6	-2	3	-0.8	x	-0.4	-3	-1.7	6
COc1ccc(CCNc2nc3ccccc3n3nnnc23)cc1OC	2	1	-2	-4.5	0.9	0.1	8	-0.2	-9
Cc1ccccc1-c1cnc(C(O)c2ccc(F)c(F)c2)[nH]1 (configuration not stated)	0	1	-6	-2.6	1.2	0.0	-1	x	-2
CC1Cc2ccccc2N1C(=O)CSc1nnc(-c2ccccc2)c(-c2ccccc2)n1 (configuration not stated)	-14	3	u	-1.4	x	u	7	-1.9	u
O=[N+]([O-])c1ccccc1Nc1ccccc1[N+](=O)[O-]	17	-9	-2	0.4	-1.4	-0.5	-2	-1.3	-4
O=C(CSc1cccc2cccnc12)N/N=C/c1cccc(O)c1	-26	10	-3	-4.4	7.2	-0.3	-16	-0.3	-3
CCCCNC(=O)c1ccc2nc(CC)c(N(C)Cc3ccc(OC)cc3)n2c1	3	35	-6	-0.8	1.0	-0.8	-3	x	-3
COc1cc(NC(=O)c2ccc(Cl)cc2)c(OC)cc1NC(=O)CN1CCOCC1	12	9	-2	-0.4	x	0.8	5	15	-3
CCN(CC)c1ccc(/C=C/C(=O)c2ccc(Br)cc2)cc1	8	14	42*	-1.1	x	62*	-3	-0.8	81*
O=C(Nc1ccccc1F)c1ccc(Cn2cc(Br)cn2)cc1	14	3	1	-1.2	-0.3	-0.4	7	21	-4
Cc1nc(N2CCCCC2)c2c(C)c(C(=O)Nc3cccc(C(F)(F)F)c3)sc2n1	-1	22	-3	-5.1	0.6	0.7	7	2.7	-1
CC(C)N1CC(COc2ccccc2Cl)OC1=O (configuration not stated)	-2	9	5	1.6	0.1	-0.4	-3	-1.2	-7
CN(C(=S)NC1=CCS(=O)(=O)C1)C1CCCCC1	-8	0	-8	0.6	x	-0.4	7	-0.8	-3
CCCCN(C(=O)COC(=O)c1ccc(C)s1)c1c(N)n(CCC)c(=O)[nH]c1=O	8	-10	-11	-0.1	-0.4	0.0	10	-1.4	-3
O=c1cc(-c2ccc(O)cc2)oc2ccc3ccccc3c12	11	1	-10	x	0.1	0.5	5	-0.6	0
O=C1CC(c2ccccc2)CC(O)=C1C=NCc1ccc(Cl)cc1 (configuration not stated)	2	7	-2	2.0	x	-0.7	17	0.5	0
Nc1ccc(N2CCN(C(=O)c3ccco3)CC2)cc1	6	-7	-4	-1.5	x	4.7	-10	0.4	-12
CN(C)C(=O)c1ccc(NC(=O)c2cncc(Br)c2)cc1	-7	5	2	-1.2	x	3.0	2	0.7	7
CCN(CC)C(NC(=O)Cc1ccccc1)C(Cl)(Cl)Cl (configuration not stated)	5	0	3	-1.0	x	-1.0	0	0.8	-23
O=C(NCC(=O)N1CCN(c2ccccc2O)CC1)c1ccccc1	-16	2	6	-6.4	1.2	-2.2	2	-0.3	3
Nc1ccc(C(=O)OCC(=O)Nc2ccc3c(c2)OCO3)cc1[N+](=O)[O-]	-15	-3	-1	-0.8	x	1.4	-3	-0.7	-1
CCN(CC)C(=O)C1CCCN(Cc2ccc3ccccc3c2)C1 (configuration not stated)	16	-5	-2	-3.4	-4.6	1.9	1	1.6	u
COc1ccccc1N1CCN(Cc2nc(-c3ccc(F)cc3)oc2C)CC1	-8	13	1	-1.4	1.0	-0.6	-7	0.1	-7
CC(C)CN(C)C(=O)CCc1nnc(Cc2ccc(-c3ccccc3)cc2)o1	8	10	-1	-2.3	3.3	-0.3	0	0.1	-3
Cc1ccc(O)c(-c2[nH]ncc2C(=O)c2ccc(Cl)cc2)c1	-12	12	0	-0.1	-2.3	-4.7	-3	0.4	4
CCCCNS(=O)(=O)c1ccc2nc(-c3cccnc3)cc(C(=O)NCCCOC)c2c1	-5	2	-2	-0.6	0.8	0.8	6	-1.2	2
O=C(OCC1COC(c2ccccc2)(c2ccccc2)O1)c1ccccc1 (configuration not stated)	0	26	-6	-2.5	1.0	-0.4	4	6.7	-6
CC1CN(C(=O)C2CC2)C(C)CN1C(=O)C1CC1 (configuration not stated)	10	-1	-5	-3.5	2.3	-0.1	-2	0.8	-10
CC1Cc2cc(/C(O)=C3\C(=O)C(=O)N(Cc4cccnc4)C3c3ccccc3F)ccc2O1 (configuration not stated)	x	2	2	1.7	x	-1.0	x	0.0	-4
CC(=O)c1c(C)[nH]c(C(=O)OCC(=O)NCc2ccc3c(c2)OCO3)c1C	2	5	0	-0.1	0.6	-0.1	5	0.4	-1
CN(C(=O)c1ccc2nccnc2c1)C1CCCCC1	15	-3	3	0.2	-2.9	-0.2	-4	0.3	-6
O=C(CCn1c(=O)[nH]c2ccsc2c1=O)N(CCc1ccccc1)Cc1ccccc1	-6	0	6	-1.6	x	0.8	3	-0.3	-6
COc1cc(S(=O)(=O)Nc2cc(C)cc(C)c2)ccc1F	2	2	-2	-4.3	0.6	0.4	5	-1.1	-6
O=C(Cc1c[nH]c2ccccc12)NCC(=O)Nc1ccc(F)c(F)c1F	7	-1	-1	-1.4	-0.8	-0.1	13	-1.4	-5
Cc1ccc(/C=C/C(=O)OCC(=O)Nc2cccnc2Cl)o1	-4	4	-1	0.0	-0.3	0.4	-6	-1.0	0
Cc1cc(C)n(-c2ccc(C(=O)Nc3nnc(C4CC4)s3)cc2)n1	0	5	0	1.1	x	-0.8	-9	1.0	-11
Cc1cc2cc(C)c(NCCNC(=O)c3cccs3)nc2cc1C	-10	-8	-1	-2.4	-0.9	0.0	7	-1.0	-9
Other entries follow.
SMILES	CCHF vOTU inh	Y pestis TopoI	Anthrax LF inh2	FadD28 binding	TcdB inh	BoNT-A LC inh2	PrPC surface inh	PfHsp40 yeast	BoNT-F LC inh
COc1ccc(SN=C2C(C)=CC(=O)C=C2C)cc1	6	3	1	1.5	1.6	1.7	-4	-0.6	8
C1CCCN(C2CCNCC2)CC1	-14	-6	6	-0.3	0.9	-0.9	0	4.3	2
O=C(O)CCN1C(=O)C2C3C=CC(C3)C2C1=O (configuration not stated)	3	1	-4	-5.4	x	-0.1	-6	1.1	-24
O=C1CC(c2ccc(F)cc2)Cc2nc(N3CCOCC3)ncc21 (configuration not stated)	14	10	1	-1.9	x	0.5	1	0.2	3
CCC1(c2ccc(F)cc2)NC(=O)N(CC(=O)Nc2ccccc2Cl)C1=O (configuration not stated)	-10	1	10	-4.9	0.6	3.4	4	0.4	28
Cc1ccccc1-c1nc(CN2CCC(C(=O)N3CCN(c4ccccn4)CC3)CC2)c(C)o1	-11	20	-2	-1.0	0.9	-1.4	-5	1.2	-8
CN(C)S(=O)(=O)c1ccc(C(=O)Nc2cccc(C(=O)N3CCOCC3)c2)cc1	-7	-3	-1	-0.2	1.6	1.7	8	-1.5	5
Cc1cc(=O)[nH]c(SCC(=O)Nc2ccc(Br)cn2)n1	7	-1	-7	-1.5	x	-0.5	8	0.0	-2
CN(CC(=O)Nc1ccccc1Cl)C(=O)C1CSC2(C)CCC(=O)N12 (configuration not stated)	19	-13	2	-0.4	0.9	-0.1	3	-0.1	-8
Cn1nnc2cc(C(=O)N3CCN(c4ccccc4)CC3)ccc21	2	-12	0	0.4	x	1.2	-5	0.6	6

Ordered by molar mass (ascending): 3 of the compounds above
SMILES	CCHF vOTU inh	Y pestis TopoI	Anthrax LF inh2	FadD28 binding	TcdB inh	BoNT-A LC inh2	PrPC surface inh	PfHsp40 yeast	BoNT-F LC inh
O=C(OCC1COC(c2ccccc2)(c2ccccc2)O1)c1ccccc1 (configuration not stated)	0	26	-6	-2.5	1.0	-0.4	4	6.7	-6
CN(CC(=O)Nc1ccccc1Cl)C(=O)C1CSC2(C)CCC(=O)N12 (configuration not stated)	19	-13	2	-0.4	0.9	-0.1	3	-0.1	-8
CC1Cc2cc(/C(O)=C3\C(=O)C(=O)N(Cc4cccnc4)C3c3ccccc3F)ccc2O1 (configuration not stated)	x	2	2	1.7	x	-1.0	x	0.0	-4

Next part:
SMILES	CCHF vOTU inh	Y pestis TopoI	Anthrax LF inh2	FadD28 binding	TcdB inh	BoNT-A LC inh2	PrPC surface inh	PfHsp40 yeast	BoNT-F LC inh
O=C(CCS(=O)(=O)c1cc(Br)cc2c1N(C(=O)C1CC1)CC2)N1CCN(c2ccccn2)CC1	2	-4	3	1.7	2.0	-0.1	3	0.9	-3
CC(NC(=O)c1ccc(Br)o1)C1CCCO1 (configuration not stated)	-4	4	2	-0.3	0.9	-3.4	1	13	-2
O=C(NC1CCCC1)C1CCN(C(=O)Nc2cccc(Cl)c2)CC1	12	0	-1	-3.9	0.4	0.5	-1	-0.5	0
NS(=O)(=O)c1cnccc1Oc1cccc(Cl)c1	-12	2	-10	-4.9	1.6	u	12	0.4	u
O=C(O)C1C2OC3C(OC(=O)C31)C2Br (configuration not stated)	-17	6	2	x	2.8	-0.4	0	2.7	-1
O=C(CCC1COc2ccccc2O1)N1CCCC1 (configuration not stated)	10	-4	3	-0.4	x	0.5	13	2.3	13
O=C(Nc1ccccc1Cc1ccccc1)c1ccncc1	10	10	5	-0.3	0.4	1.8	-5	0.4	4
COC(=O)C1=C(c2ccccc2)C[C@@H]2CC[C@H]1N2C(=O)N1CCC(O)CC1	-9	1	-8	-4.4	0.7	0.2	-7	-0.3	2
Cc1ccccc1C(=O)NCCCNC(=O)c1ccccn1	6	0	9	-4.1	0.9	1.0	0	0.5	2
O=C(NC1C(=O)NNC1c1ccccc1)c1ccc(F)cc1 (configuration not stated)	10	5	x	-0.6	x	x	-4	-0.5	x
OC(c1ccc(Cl)c(Cl)c1)c1ncc(-c2ccccc2C(F)(F)F)[nH]1 (configuration not stated)	34*	-12	-8	-2.4	-6.4	-0.3	5	x	-5
